Screens from PubChem BioAssay.
KLF5 inhibitor – kruppel-like factor 5 inhibition; DLD-1 KLF5 promoter-luciferase reporter, luminescence; AID 1700; inhibition, % at 5 µM; actives 0.23% (n = 290,000);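 active = inhibition above a per-plate limit of that plate's mean compound inhibition plus 3 SD, cut at about 60% in these data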;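 also: 0% = DMSO wells and 100% = LY294002 at 200 µM; higher means less KLF5 promoter-driven luciferase light; inactives centre near -14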
HSF1 inh – HSF1 inhibition; NIH3T3-HGL HSE-luciferase, MG132-induced, luminescence 8 h; stronger effect = lower value; activity change, negative = inhibition, % at 7.5 µM (by protocol); actives 0.77% (n = 300,000);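 active = more than half of replicate wells show activity change below -50%, luminescence cut by over half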;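 also: luciferase reports HSF-1 transcriptional activity via heat shock element; 0% = median of DMSO wells and -100% = zero luminescence signal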
aSyn UTR inh – 5' untranslated region of α-synuclein, MLPCN primary screen | alpha-synuclein 5'UTR reporter, inhibitor activity | inhibition, % (tested at 7.5 µM) | actives 0.82% (n = 300,000) | AID 1813; in the data active = inhibition above about 60%;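 also: H4 neuroglioblastoma cells stably carrying SNCA 5'UTR luciferase fusion; 0% = DMSO wells and 100% = positive control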
GSK3beta inhib – inhibitors of human GSK3beta kinase | GST-GSK3beta kinase, ADP-Glo luminescence, 60 min; stronger effect = lower value | activity score (negative = inhibition), % at 10 µM | actives 0.038% (n = 300,000) | AID 2097;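 active = more than half of replicate wells score below -50%, meaning over 50% inhibition versus plate controls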;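 also: 0% = median DMSO wells and -100% = median GW8510 positive control wells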
Target sequence (P49841 whole entry, looked up): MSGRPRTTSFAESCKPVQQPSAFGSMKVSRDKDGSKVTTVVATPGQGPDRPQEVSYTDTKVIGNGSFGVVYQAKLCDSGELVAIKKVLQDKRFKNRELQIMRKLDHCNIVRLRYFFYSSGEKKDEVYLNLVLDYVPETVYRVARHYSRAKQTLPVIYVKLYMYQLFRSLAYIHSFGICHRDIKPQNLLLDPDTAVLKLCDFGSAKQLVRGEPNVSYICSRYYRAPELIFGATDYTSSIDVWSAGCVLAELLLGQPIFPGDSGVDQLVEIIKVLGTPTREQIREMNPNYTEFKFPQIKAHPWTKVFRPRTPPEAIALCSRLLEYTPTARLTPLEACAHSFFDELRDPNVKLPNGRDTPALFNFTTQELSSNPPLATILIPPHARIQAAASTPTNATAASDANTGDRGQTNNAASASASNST
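Test system: GST-fused GSK3beta enzyme, cell-free | Quantity: 1.6 ng GST-GSK3beta enzyme per well | Reagent: 25 µM ATP with peptide substrate | Schedule: 60 min enzyme reaction, room temperature | Signal: Luminescent ADP-Glo measurement of ADP formed | Read-out basis: Score relative to plate controls | Control set: DMSO and 20 µM GW8510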
GSK3 alpha inh – blocks human GSK-3 alpha kinase; inhibition, % at 10 µM; P49840; ADP-Glo luminescence, 60 min; actives 0.1% (n = 320,000); AID 2650;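 in the data active = inhibition above about 50%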;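 also: GST-tagged GSK-3 alpha with peptide substrate and 25 µM ATP; 0% = DMSO neutral wells and 100% = GW8510 positive control wells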
AI-2 QS modul – Vibrio harveyi AI-2 quorum sensing modulation. AID 2094. actives 0.4% (n = 300,000). activity change, % at 7.5 µM. Vibrio harveyi JMH597 AI-2 luminescence/OD600 ratio, 9 h; stronger effect = lower value; strain lacks LuxN and CqsS sensors; 0 = neutral-control median; in the data active = activity change below about -75%, passing the limit was not always enough;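 also: luminescence divided by OD600 gain over 9 h not by final OD600 alone; inactives centre near 13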
PolyA inh – inhibitors of polyadenylation in S. cerevisiae; S. cerevisiae SKY197-pL101 polyadenylation reporter, beta-gal luminescence; efflux-impaired pdr1/pdr3 knockout yeast; score 100 = 6 SD above DMSO; calls only at 12 µM; actives 0.02% (n = 300,000); AID 1875;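 active = lowest replicate activity score at least 50, where 100 means six control SD above control mean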;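 also: yeast exposed to compound for 9 h at 30 °C; higher score means more reporter readthrough which indicates perturbed polyadenylation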
HSF-1 act – increases HSF-1 driven luciferase reporter signal | NIH3T3-HGL HSF-1 luciferase reporter, MG132, 8 h; 100% = twice DMSO control signal | activation, % at 9 µM | actives 1.7% (n = 300,000) | AID 504408;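 active = mean replicate activation of at least 50% with a set share of replicates each reaching 50%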;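 also: 0% = median of the neutral control wells and 100% = twice that signal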
HSP90 inh – blocks HSP90-mediated luciferase refolding in reticulocyte lysate; inhibition, % at 5.6 µM; Rabbit reticulocyte lysate, luciferase refolding luminescence, 3 h; actives 0.91% (n = 290,000);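 active = inhibition above the screen-wide mean plus 3 SD, computed separately per campaign, cut at about 16% in these data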;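 also: 0% = DMSO wells and 100% = 60 µM geldanamycin wells; inhibitors lower the luminescence because luciferase stays unfolded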
IEC-6 tox – IEC-6 cytotoxicity, counter-screen for KLF5 inhibitors | luminescence viability | actives 0.78% (n = 290,000) | AID 1825 | inhibition, % at 5 µM; in the data active = inhibition above about 22%;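 also: 0% = plate median of test compound wells and 100% = cytotoxic reference compound wells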
The depositor's hits bear a star; i = inactive; · = not tested or not shown. Not all compounds are listed (hit frequency here may not be typical).

#	smiles	GSK3beta inhib	HSF-1 act	GSK3 alpha inh	PolyA inh	KLF5 inhibitor	aSyn UTR inh	HSP90 inh	HSF1 inh	IEC-6 tox	AI-2 QS modul
1	O=C(CCc1nc2ccccc2c(=O)[nH]1)NNC(=O)c1cccc(Cl)c1	2	-5	-1	i	·	-6	·	-5	·	25
2	CCN(CCNS(=O)(=O)c1ccc2[nH]c(=O)sc2c1)c1ccccc1	1	16	-3	i	-8	-6	0	7	-4	8
3	Cc1ccnc(NC(=O)c2ccc(Cl)c(NC(=O)c3ccccc3C)c2)c1	-3	-8	-2	i	-26	-9	1	-2	5	19
4	COc1ccc(NC(=O)CCNS(=O)(=O)c2ccc3c(c2)c(=O)n(C)c(=O)n3C)cc1OC	2	-6	-1	i	-1	9	-2	-10	-4	8
5	CCOc1ccc(/C(O)=C2/C(=O)C(=O)N(c3ncccn3)C2c2ccc(Cl)cc2)cc1 (stereo unspecified)	3	47	-2	i	-1	-4	-4	13	-5	26
6	Cc1ccc(N2CN(Cc3ccco3)CNC2=S)c(C)c1	2	-7	0	i	1	6	3	0	0	3
7	CCOc1ccc(NC(=O)CCC(=O)n2nc(C)cc2C)cc1	1	3	-1	i	8	8	1	2	9	20
8	Cc1nnc(SCc2cnc(-c3ccccc3)o2)[nH]c1=O	-3	5	-2	i	-52	8	2	-1	-5	103
9	Cn1c(Cn2cnc3ccccc32)nc2ccccc21	1	22	-1	i	-25	2	-4	8	7	-6
10	CCOC(=O)CN(Cc1ccccc1)C(=O)OC(C)(C)C	2	2	0	i	-38	-3	-4	-9	-8	15

Three entries out of the list above, ordered by the number in HSF1 inh, descending.
| nr | molecule | GSK3beta inhib | HSF-1 act | GSK3 alpha inh | PolyA inh | KLF5 inhibitor | aSyn UTR inh | HSP90 inh | HSF1 inh | AI-2 QS modul |
| --- | --- | --- | --- | --- | --- | --- | --- | --- | --- | --- |
| 5 | CCOc1ccc(/C(O)=C2/C(=O)C(=O)N(c3ncccn3)C2c2ccc(Cl)cc2)cc1 (stereo unspecified) | 3 | 47 | -2 | i | -1 | -4 | -4 | 13 | 26 |
| 9 | Cn1c(Cn2cnc3ccccc32)nc2ccccc21 | 1 | 22 | -1 | i | -25 | 2 | -4 | 8 | -6 |
| 10 | CCOC(=O)CN(Cc1ccccc1)C(=O)OC(C)(C)C | 2 | 2 | 0 | i | -38 | -3 | -4 | -9 | 15 |

Grouped by structure, the entries above with a carbonyl joined to an NH by a bond outside any ring.
#	smiles	GSK3beta inhib	HSF-1 act	GSK3 alpha inh	PolyA inh	KLF5 inhibitor	aSyn UTR inh	HSP90 inh	HSF1 inh	IEC-6 tox	AI-2 QS modul
1	O=C(CCc1nc2ccccc2c(=O)[nH]1)NNC(=O)c1cccc(Cl)c1	2	-5	-1	i	·	-6	·	-5	·	25
3	Cc1ccnc(NC(=O)c2ccc(Cl)c(NC(=O)c3ccccc3C)c2)c1	-3	-8	-2	i	-26	-9	1	-2	5	19
4	COc1ccc(NC(=O)CCNS(=O)(=O)c2ccc3c(c2)c(=O)n(C)c(=O)n3C)cc1OC	2	-6	-1	i	-1	9	-2	-10	-4	8
7	CCOc1ccc(NC(=O)CCC(=O)n2nc(C)cc2C)cc1	1	3	-1	i	8	8	1	2	9	20

Complete entries, quoted from the list:
`Cc1ccnc(NC(=O)c2ccc(Cl)c(NC(=O)c3ccccc3C)c2)c1` as listed: GSK3beta inhib: -3; HSF-1 act: -8; GSK3 alpha inh: -2; PolyA inh: i; KLF5 inhibitor: -26; aSyn UTR inh: -9; HSP90 inh: 1; HSF1 inh: -2; IEC-6 tox: 5; AI-2 QS modul: 19
`COc1ccc(NC(=O)CCNS(=O)(=O)c2ccc3c(c2)c(=O)n(C)c(=O)n3C)cc1OC` as listed: GSK3beta inhib: 2; HSF-1 act: -6; GSK3 alpha inh: -1; PolyA inh: i; KLF5 inhibitor: -1; aSyn UTR inh: 9; HSP90 inh: -2; HSF1 inh: -10; IEC-6 tox: -4; AI-2 QS modul: 8

Back to the main list with the 2 entries that preceded the break.
#	smiles	GSK3beta inhib	HSF-1 act	GSK3 alpha inh	PolyA inh	KLF5 inhibitor	aSyn UTR inh	HSP90 inh	HSF1 inh	IEC-6 tox	AI-2 QS modul
9	Cn1c(Cn2cnc3ccccc32)nc2ccccc21	1	22	-1	i	-25	2	-4	8	7	-6
10	CCOC(=O)CN(Cc1ccccc1)C(=O)OC(C)(C)C	2	2	0	i	-38	-3	-4	-9	-8	15
11	CSc1ccc(C(=O)C2CCCN(C(=O)c3nn(C)c(=O)c4ccccc34)C2)cc1 (stereo unspecified)	3	6	1	i	-25	7	-2	4	-1	15
12	Cc1ccc(NC(=O)CN2C(=O)c3ccccc3S2(=O)=O)c(C)c1	-1	-5	0	i	0	15	-3	-2	-14	20
13	Nc1ccc2nc(CCc3ccccc3)[nH]c2c1	0	31	0	i	-47	-68	-3	11	3	26
14	Cc1cc(C)cc(N(CC(=O)Nc2ccccc2)C2=NC3CS(=O)(=O)CC3S2)c1 (stereo unspecified)	-1	36	-2	i	-43	3	4	19	1	14
15	CN(C)c1cc(NC(=O)CNC(C)(C)CC(C)(C)C)c2ccccc2n1	-2	18	2	i	-17	1	1	1	-3	10
16	CCn1c(SCC(=O)NCc2ccco2)nnc1-c1cccs1	·	·	0	·	-11	·	0	·	-2	·
17	CCCCCCNS(=O)(=O)c1ccc(NC(=O)C2CCCO2)cc1 (stereo unspecified)	3	3	-4	i	-11	16	0	-4	-6	32
18	Nc1nc(C23CC4CC(CC(C4)C2)C3)[nH]c(=O)n1	-1	10	0	i	-16	12	1	-2	3	2
19	CCn1cc(C(=O)NCCCOC(C)C)c(=O)c2cc(S(=O)(=O)N3CCC(C)CC3)ccc21	-2	-5	-2	i	-3	-3	-2	-14	8	·
20	COc1ccc(C2C(C#N)=C(N)Oc3cc(C)[nH]c(=O)c32)cc1OC (stereo unspecified)	-1	-2	-1	i	-15	-1	-2	0	2	10

Additional entries:
#	smiles	GSK3beta inhib	HSF-1 act	GSK3 alpha inh	PolyA inh	KLF5 inhibitor	aSyn UTR inh	HSP90 inh	HSF1 inh	IEC-6 tox	AI-2 QS modul
21	Cc1ccc(-c2nnn(CC(=O)N3CCN(c4ccccc4)CC3)n2)o1	-2	-1	-2	i	-12	-10	-2	-12	-6	16
22	CCOC(=O)C1=C(C)Nc2nc3ccccc3n2C1c1ccccc1 (stereo unspecified)	1	32	-3	i	-24	23	-6	22	-1	3
23	O=C(Nc1ccncc1)C1CCN(S(=O)(=O)c2ccccc2C(F)(F)F)CC1	-4	-16	-6	i	-2	-4	2	-6	6	-5
24	Cc1ccc2nc(SCc3ccc([N+](=O)[O-])cc3)nc(C)c2c1	2	·	-1	i	-25	·	-5	·	-4	15
